Source: PubChem
APEX1 inh: blocks human APE1 abasic DNA cleavage. Potency, µM (doses to about 65.8 µM), for inactives: at the highest dose activity change, negative = inhibition, actives largely listed as inhibitors. recombinant APE1, TAMRA/BHQ-2 abasic DNA cleavage fluorescence. P27695. 350,000 tested, 0.35% active;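 also: plate controls were vehicle for no effect and reference inhibitor for full effect; nearly all actives have a fitted effect of over 55% in size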
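Kinetic fluorescence read (525 ex/598 em nm, three reads 60 s apart) of AP-site incision; signal = third minus first read. Enzyme 0.75 nM, dual-labelled THF duplex 50 nM, compound preincubation 15 min RT.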
Anesthetic bind: candidate novel general anesthetic via apoferritin binding. P02791. apoferritin/1-aminoanthracene competitive binding, fluorescence. Potency, µM (top dose mostly 77.5 µM), inactives show top-dose activity change, negative = displacement, hits mostly inhibitors. 350,000 tested, 0.074% active. AID 485281; also: % is scaled to controls: 0 for no effect and ±100 for the full control effect; nearly all actives have a fitted effect of over 20% in size
Target sequence (P02791 2-175 limits assumed): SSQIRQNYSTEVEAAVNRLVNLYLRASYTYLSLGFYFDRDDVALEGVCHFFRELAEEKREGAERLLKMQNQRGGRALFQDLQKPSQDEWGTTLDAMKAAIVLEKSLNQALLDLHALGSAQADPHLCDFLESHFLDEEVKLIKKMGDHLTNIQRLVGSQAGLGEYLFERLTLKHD
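Horse-spleen apoferritin (10 uM) in 50% saturated 1-aminoanthracene in PBS was incubated 10 min at room temperature with compound. Fluorescence (ex 380, em 535 nm) was normalized to free and bound 1-AMA, with concentration-response fitted by a four-parameter Hill equation.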
POLH inh: inhibitors of human DNA polymerase eta; recombinant Pol eta, fluorescent DNA replication assay; Potency, µM (top dose mostly 114 µM), without a hit: at the highest dose activity change, negative = inhibition, hits mostly inhibitors; 390,000 tested, 1.2% active; AID 588591; also: % is scaled to controls: 0 for no effect and ±100 for the full control effect
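Pol eta at 10 nM preincubated with compounds 15 min at room temperature; reaction started with fluorescent substrate (50 nM final) and read kinetically at 0 and 10 min.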
POLK inh: inhibitors of human DNA polymerase kappa. Q9UBT6. purified Pol kappa, fluorescent DNA synthesis assay, 10 min. Potency, µM (titrated, usually from 107 µM), for inactives: at the highest dose activity, negative = inhibition, most hits filed as inhibitors. 400,000 tested, 0.53% active; also: % is scaled to controls: 0 for no effect and ±100 for the full control effect
Target sequence (Q9UBT6 whole entry, looked up): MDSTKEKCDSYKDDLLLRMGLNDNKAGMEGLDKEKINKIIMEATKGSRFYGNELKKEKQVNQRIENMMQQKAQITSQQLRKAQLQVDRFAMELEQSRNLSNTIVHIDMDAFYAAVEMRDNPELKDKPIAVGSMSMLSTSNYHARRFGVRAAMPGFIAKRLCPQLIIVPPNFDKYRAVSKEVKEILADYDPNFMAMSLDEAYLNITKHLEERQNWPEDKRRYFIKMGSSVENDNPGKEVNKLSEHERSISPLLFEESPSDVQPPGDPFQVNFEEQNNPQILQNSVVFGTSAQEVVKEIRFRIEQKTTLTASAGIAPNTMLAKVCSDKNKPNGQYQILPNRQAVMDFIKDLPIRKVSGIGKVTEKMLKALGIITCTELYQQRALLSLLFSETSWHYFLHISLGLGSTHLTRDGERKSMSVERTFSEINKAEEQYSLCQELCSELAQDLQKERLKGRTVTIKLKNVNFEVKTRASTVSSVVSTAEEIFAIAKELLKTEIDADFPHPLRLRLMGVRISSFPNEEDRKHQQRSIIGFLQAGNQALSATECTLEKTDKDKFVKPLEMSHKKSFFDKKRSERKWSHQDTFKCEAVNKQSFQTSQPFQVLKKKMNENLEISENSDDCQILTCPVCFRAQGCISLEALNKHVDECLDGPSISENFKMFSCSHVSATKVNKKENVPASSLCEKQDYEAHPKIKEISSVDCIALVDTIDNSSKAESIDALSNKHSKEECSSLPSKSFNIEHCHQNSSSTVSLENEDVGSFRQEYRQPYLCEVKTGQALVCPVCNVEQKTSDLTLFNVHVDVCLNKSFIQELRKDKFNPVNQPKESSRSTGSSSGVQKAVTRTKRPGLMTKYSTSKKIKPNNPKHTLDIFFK
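Inhibition of 10 nM Pol kappa is measured by a fluorescent read-out at 0 and 10 min following addition of 50 nM substrate (final), with a 15-min room-temperature compound preincubation.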
Pol beta inh: DNA polymerase beta (human) inhibition; P06746; Pol beta primer extension/strand displacement, fluorescence kinetic; Potency, µM (doses to about 114 µM), without a hit: top-dose activity change, negative = inhibition, usual class: inhibitors; 340,000 tested, 1.3% active; AID 485314; also: % is scaled to controls: 0 for no effect and ±100 for the full control effect
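Preincubation: enzyme (10 nM) with compound, 15 min, RT. Reaction: substrate added to 50 nM final. Reads: 0 and 10 min. Analysis: normalized, Hill fit.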
BAZ2B inh: inhibitors of human BAZ2B bromodomain | Q9UIF8 | AlphaScreen BAZ2B-H3K14Ac peptide displacement | Potency, µM (highest dose often 114 µM), without a hit: at the top dose activity change, negative = inhibition, most hits filed as inhibitors | 360,000 tested, 4.4% active | AID 504333; also: % is scaled to controls: 0 for no effect and ±100 for the full control effect; nearly all actives have a fitted effect of over 60% in size
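AlphaScreen displacement of biotin-H3(5-23)K14Ac peptide (50 nM final) from BAZ2B (50 nM final) in PBS pH 7.4, 0.01% Tween-20; complex preformed 30 min RT, then compounds (top 110 uM) 30 min RT, beads 20 min dark.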
BLM helicase inh: Bloom syndrome helicase (human) inhibition. P54132. recombinant BLM DNA unwinding, fluorescence dequenching. Potency, µM (series often up to 56.1 µM), without a hit: at the top dose activity change, negative = inhibition, hits mostly inhibitors. 350,000 tested, 0.2% active. AID 2528;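 also: plate controls were vehicle for no effect and no enzyme for full effect; nearly all actives have a fitted effect of over 35% in size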
POLI inh: DNA polymerase iota (human) inhibition; Pol iota fluorescent replication assay, 10 min; Potency, µM (series often up to 115 µM), for inactives: top-dose activity, negative = inhibition, most hits filed as inhibitors; 390,000 tested, 1% active; AID 588590
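Fluorescent replication assay read twice, at 0 min and 10 min after adding 50 nM (final) substrate. Enzyme (10 nM) and compounds were first incubated 15 min at room temperature; enzyme-free buffer wells were negative controls.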
G9a block: blocks human histone lysine methyltransferase G9a; Potency, µM (titrated, usually from 102 µM), inactives show at the highest dose activity, negative = inhibition, hits mostly inhibitors; AID 504332; G9a H3K9 monomethylation, AlphaScreen, 2 h; Q96KQ7; 350,000 tested, 8.8% active; also: % is scaled to controls: 0 for no effect and ±100 for the full control effect; nearly all actives have a fitted effect of over 75% in size
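G9a (20 nM) preincubated 15 min RT with compounds, then 500 nM biotinylated H3K9 peptide and 20 uM SAM added; 2 h RT reaction. Monomethyl-H3K9 product detected by AlphaScreen with anti-H3K9me1 antibody, streptavidin donor and anti-rabbit IgG acceptor beads.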
Numbers without * were called inactive; ? = inconclusive; . = no result given; & = joins results of further samples; [ ] = dose if it differs, or a comment. Calls follow the shape of the dose curve; as a rule, active = well fitted curve in the direction sought with a large enough effect; inconclusive = small, poorly fitted or top-dose-only effect, or another doubt; inactive = no such curve, though single readings can be large; an effect the other way counts as inactive or inconclusive. Potency is read from the fitted curve at half-maximal effect.

1: O=C(Nc1ccc(NC(=O)c2ccc3c(c2)OCCO3)cc1)c1ccccc1
2: COc1cc2c(cc1OC)CN(CC(=O)Nc1ccccc1C(=O)NC1CC1)CC2
3: COc1ccc2c(c1)CCc1c(C(=O)NCC(C)C)noc1-2
4: CNC(=S)NNC(=O)c1sc2cc(C(F)(F)F)cnc2c1-c1cccnc1
5: COC(=O)C1=C[C@@H](C(=O)OC)C2C3=C(C(=O)[C@]2(CC(C)C)NC(=O)c2ccccc2)[C@H](C)n2c(=O)n(C)c(=O)n2[C@@H]3C1 (stereo partly specified)
6: COc1ccc(C2CC(c3ccccc3)=NN2c2ccc(S(N)(=O)=O)cc2)cc1 (stereo unspecified)
7: Cn1c(NCc2cccc(Cl)c2)nc2ccccc21
8: Cc1ccc(NC(=O)CN2C(=O)S/C(=C\c3cccn3C)C2=O)cc1
assay / entry	1	2	3	4	5	6	7	8
APEX1 inh	54%[activator][12.4 µM]	-2%	2%	1%	?	-10%	.	1%
Anesthetic bind	7%	.	-14%	-16%	-1%	458%[activator]	?	-23%
POLH inh	-13%	2%	11%	4%	.	-19%	.	-12%
POLK inh	5%	-7%	-15%	-19%	10%	-6%	-11%	-8%
Pol beta inh	-18%	.	-24%	27%	.	-3%	4%	5%
BAZ2B inh	5%	-7%	-3%	-18%	.	34%[activator]	2%	-4%
BLM helicase inh	-2%	.	-7%	-8%	2%	-16%	0%	-1%
POLI inh	-1%	-11%	-11%	-7%	0%	84%[activator]	14%	9%
G9a block	20%[59 µM]	-8%[59 µM]	12%[59 µM]	?	.	19%	-2%[59 µM]	18%

Quoted at random: 4 entries already listed
1: O=C(Nc1ccc(NC(=O)c2ccc3c(c2)OCCO3)cc1)c1ccccc1
5: COC(=O)C1=C[C@@H](C(=O)OC)C2C3=C(C(=O)[C@]2(CC(C)C)NC(=O)c2ccccc2)[C@H](C)n2c(=O)n(C)c(=O)n2[C@@H]3C1 (stereo partly specified)
2: COc1cc2c(cc1OC)CN(CC(=O)Nc1ccccc1C(=O)NC1CC1)CC2
4: CNC(=S)NNC(=O)c1sc2cc(C(F)(F)F)cnc2c1-c1cccnc1
assay / entry	1	5	2	4
APEX1 inh	54%[activator][12.4 µM]	?	-2%	1%
Anesthetic bind	7%	-1%	.	-16%
POLH inh	-13%	.	2%	4%
POLK inh	5%	10%	-7%	-19%
Pol beta inh	-18%	.	.	27%
BAZ2B inh	5%	.	-7%	-18%
BLM helicase inh	-2%	2%	.	-8%
POLI inh	-1%	0%	-11%	-7%
G9a block	20%[59 µM]	.	-8%[59 µM]	?

Next entries follow:
9: COc1ccc(C(C)=O)cc1COC(=O)CSC(C)C(=O)Nc1cc(C)on1 (stereo unspecified)
10: COc1ccc(NS(=O)(=O)c2ccc(NS(=O)(=O)c3ccc(SC)cc3)cc2)c(OC)c1
11: O=C(O)c1ccc(Oc2ccc(S(=O)(=O)c3ccc(C(=O)O)c(C(=O)O)c3)cc2)cc1
12: COc1ccc(Cl)cc1C(=O)N1CCN(Cc2ccc3c(c2)OCO3)CC1
13: CCOCCCn1c(SCc2nc3sc(C(=O)O)c(C)c3c(=O)[nH]2)nnc1-c1ccc(Cl)cc1
14: Cc1ccc(SCc2ccc(C(=O)Nc3cccc([N+](=O)[O-])c3C)cc2)cc1
15: Cc1nn(C)c(C(=O)NNC(=O)NC2CCCCC2)c1Cl
16: CCOc1cc(NC(=S)NCc2ccco2)c(OCC)cc1NC(=O)c1ccco1
assay / entry	9	10	11	12	13	14	15	16
APEX1 inh	-6%	4%	20%	2%	-2%	1%	21%	7%
Anesthetic bind	.	-16%	-3%	-7%	2%	-15%	-4%	-11%
POLH inh	-3%	-9%	18µM*	-22%	-21%	-6%	-13%	-7%
POLK inh	-11%	-24%	?	-10%	-5%	1%[60.1 µM]	8%	3%
Pol beta inh	.	16%	?	34%	-11%	-7%	-27%	1%
BAZ2B inh	0%	-6%	?	8%[0.457 µM]	-35%	-6%[57.1 µM]	-38%	10%
BLM helicase inh	.	-3%	2%	0%	11%	0%	-1%	-5%
POLI inh	6%	10%	28µM*	14%	50%[activator]	-5%	-10%	5%
G9a block	-31%	?	50µM*	.	20µM*	39%	?	4%

17: O=S(=O)(Cc1ccc(Cl)cc1)c1ccccc1-c1nnc(-c2ccccc2)o1
18: Cc1nn(C(C)C(=O)O)c(=O)c2c1sc1ccccc12 (stereo unspecified)
19: COc1ccc(NC(=O)c2ccco2)cc1NC(=O)c1c(F)c(F)c(OC)c(F)c1F
20: COc1ccc(OCC(O)CNC(C)c2ccccc2)cc1 (stereo unspecified)
21: CCOc1cc(C2C3=C(CC(C)(C)CC3=O)N(C)C3=C2C(=O)CC(C)(C)C3)ccc1O
22: COc1ccc(-n2nc3c(c2NC(=O)COc2ccccc2)CS(=O)(=O)C3)cc1
23: COc1ccc(NC(=O)c2cc(-c3ccccn3)nc3c(C)cc(C)cc23)c(C)c1
24: CCc1ccc(NC(=S)N2CCC(NC(=O)C3CCCCC3)CC2)cc1
assay / entry	17	18	19	20	21	22	23	24
APEX1 inh	11%	-6%	5%	47%	12%	7%	49%[activator]	35%[activator]
Anesthetic bind	-10%	-9%	-5%	-4%	-14%	-1%	-12%	1%
POLH inh	-1%	-3%	-4%	-6%	-27%	-9%	-13%	-16%
POLK inh	-10%	-3%	-10%	-7%	-22%	-15%	0%	6%
Pol beta inh	3%	8%	1%	5%	7%	7%	0%	24%
BAZ2B inh	-1%	11%	5%	-13%	7%	-13%	-5%	1%
BLM helicase inh	-3%	-6%	-1%	-2%	-3%	0%	0%	-4%
POLI inh	-1%	-5%[58.9 µM]	-2%	-4%	27%	63%[activator]	5%	126%[activator]
G9a block	2%[59 µM]	4%[59 µM]	4%[12.7 µM]	15%	9%[0.501 µM]	17%	73%[activator]	25%

25: CCC(=O)n1nc(NCc2ccccc2OC)nc1NCc1ccccc1OC
26: O=C(Nc1nnc(CCN2CCOCC2)s1)C1CCCCC1
27: CCOC(=O)c1c(NC(=S)NC(=O)c2ccc(Cn3cc(Cl)cn3)o2)sc2c1CCCCC2
28: Cc1cc(Nc2ccccc2)nn1C(=O)c1ccc([N+](=O)[O-])cc1
29: CCOc1ccccc1NC1=NCC(=O)N1Cc1ccc(F)cc1
30: Cc1cnc(C(=O)N2CCN(S(=O)(=O)c3cccc(Br)c3)CC2)cn1
31: S=C(NCc1ccccn1)Nc1ccccc1Cl
32: CC(C)(C)C(=O)Nc1ccc(-c2nc3ccccc3c(=O)o2)cc1
assay / entry	25	26	27	28	29	30	31	32
APEX1 inh	-11%	-1%	1%	-5%	-1%	-5%	3%	0%
Anesthetic bind	40%[activator]	7%	-14%	-7%	-16%	.	1%	-4%
POLH inh	-13%	-4%	-1%	-9%	2%	-8%	-6%	2%
POLK inh	-20%	-12%	0%	-23%	-4%	0%	-5%	4%
Pol beta inh	-1%	21%	2%	27%	3%	.	71%	-29%
BAZ2B inh	-5%	?	-3%	?	?	.	7%	-4%
BLM helicase inh	-11%	-6%	-1%	-3%	-2%	.	-3%	0%
POLI inh	-6%	1%	5%	2%	-14%	16%	4%	30%[activator]
G9a block	17%[59 µM]	?	.	?	50µM*	.	?	?

33: O=C(NN1C(=O)c2ccccc2NC1c1ccoc1)c1ccc([N+](=O)[O-])cc1 (stereo unspecified)
34: CCC(=O)N1CCc2cc(S(=O)(=O)NCCC(=O)Nc3ccc(N(CC)CC)cc3C)ccc21
35: COc1ccc2nc(NC(=O)CCN3C(=O)c4ccccc4C3=O)sc2c1
36: COc1ccc(S(=O)(=O)NCCc2cn3nc(C)c(C)nc3n2)cc1C
37: N#Cc1cccc(-c2ccc3ncnc(NCc4ccccc4)c3c2)c1
38: O=C(Nc1ccc(C(F)(F)F)cc1)c1csc(-c2ccncc2)n1
39: CC(=O)c1c(C)[nH]c(C(=O)OCC(=O)c2c(N)n(C)c(=O)n(C)c2=O)c1C
40: CCc1cc(-c2n[nH]c(=S)n2-c2cccc(C)c2)cs1
41: CCN1CCN(c2cc(C)c3cc(NC(=O)c4ccccc4F)ccc3n2)CC1
42: NS(=O)(=O)c1ccc(CCNC(=O)Cn2c(=O)c3cccn3c3cccnc32)cc1
43: CC(=O)Nc1cccc(-c2cnc(N)c(C(=O)c3cccnc3)n2)c1
assay / entry	33	34	35	36	37	38	39	40	41	42	43
APEX1 inh	4%	.	-2%	55%	-1%	-1%	-5%	0%	-5%	6%	-24%
Anesthetic bind	-7%	?	-23%	274%[activator]	.	?	2%	-24%	2%&-5%	-4%	.
POLH inh	-1%	-20%	-5%	-5%	.	-1%	.	-23%	-17%	8%	-9%
POLK inh	-6%	-10%	0%	11%	?	-4%	.	-8%	2%	-7%	-40%
Pol beta inh	18%	5%	5%	-17%	.	1%	0%	-17%	22%&36%	-1%	.
BAZ2B inh	-32%	.	3%	-13%	.	-5%	-14%	-37%	-4%&16%	-2%	.
BLM helicase inh	-2%	-2%	1%	1%	-23%	-3%	-5%	-12%	2%&-7%	-5%	.
POLI inh	-16%	13%	-26%[58.9 µM]	48%[activator]	.	54%[activator]	.	23%	4%	-24%	?
G9a block	44%[59 µM]	10µM*	80%[activator][59 µM]	15%	4%[0.501 µM]	2%	-14%	?	5%	7%[59 µM]	.

Structures above printed as active in POLH inh:
| # | mol | APEX1 inh | POLH inh | POLK inh | BAZ2B inh | BLM helicase inh | POLI inh | G9a block |
| --- | --- | --- | --- | --- | --- | --- | --- | --- |
| 11 | O=C(O)c1ccc(Oc2ccc(S(=O)(=O)c3ccc(C(=O)O)c(C(=O)O)c3)cc2)cc1 | 20% | 18µM* | ? | ? | 2% | 28µM* | 50µM* |

Limited to G9a block, for two of the compounds above:
item	SMILES	G9a block
37	N#Cc1cccc(-c2ccc3ncnc(NCc4ccccc4)c3c2)c1	4%[0.501 µM]
38	O=C(Nc1ccc(C(F)(F)F)cc1)c1csc(-c2ccncc2)n1	2%

The list is partial; rates above refer to the full screens.
